Screening results as filed in PubChem BioAssay.
CHO-K1 Ca antag = counter-screen for M1 antagonists: effect in parental CHO-K1 cells; ATP-induced calcium, Fluo-8 fluorescence; inhibition, % at 3 µM; 360,000 compounds, 0.6% hits;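 active = inhibition above a per-plate cutoff, the plate's mean sample inhibition plus 3 SD, cut at about 24% in these data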;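 also: 0% = DMSO plus EC80 ATP and 100% = DMSO alone without ATP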
TAAR1 antagonist = human TAAR1 antagonists, primary screen, Fluo-8 calcium fluorescence, CHO RD-HGA16 cells | inhibition, % at 3 µM | 360,000 compounds, 1.5% hits | antagonist | AID 624466, 2012;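 active = inhibition above a per-plate cutoff, the mean inhibition of test compounds on that plate plus 3 SD, cut at about 49% in these data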;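 also: 0% = DMSO plus EC80 beta-PEA response and 100% = DMSO alone without agonist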
Target sequence (Q96RJ0 whole entry, looked up): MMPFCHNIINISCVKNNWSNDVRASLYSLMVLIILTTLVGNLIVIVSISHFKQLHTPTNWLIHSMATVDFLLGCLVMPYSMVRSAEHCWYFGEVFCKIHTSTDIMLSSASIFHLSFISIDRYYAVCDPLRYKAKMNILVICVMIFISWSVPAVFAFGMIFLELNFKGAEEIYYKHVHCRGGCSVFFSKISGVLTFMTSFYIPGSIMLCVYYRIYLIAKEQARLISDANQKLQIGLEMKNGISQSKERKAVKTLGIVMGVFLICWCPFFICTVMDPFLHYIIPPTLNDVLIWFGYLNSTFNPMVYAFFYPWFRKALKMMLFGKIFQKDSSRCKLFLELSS
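Material: CHO RD-HGA16 cells bearing hTAAR1; compound dosing: one-point dosing, 3 µM nominal final; schedule: dye loading 75 min at 37 °C, then 30 min room temperature; measured by: calcium fluorescence with Fluo-8; control set: vehicle and agonist controls; replication: n of 1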
OXTR potentiator = human OXTR potentiators, primary screen, fluorescence, CHO-OTR cells, Fluo-8 calcium | Oxytocin receptor (Homo sapiens), P30559 | Fluo-8 calcium fluorescence, potentiator mode; 0% = oxytocin EC15, 100% = EC100 | activation, % at 3 µM | 320,000 compounds, 0.061% hits;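 active = activation above that plate's cutoff, the mean activation of tested compounds plus 3 SD, cut at about 6.6% in these data, passing the limit was not always enough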;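 also: 100% uses oxytocin at 75 nM as the full agonist control; some results filed as inactive read as strong as hits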
Target sequence (P30559 whole entry, looked up): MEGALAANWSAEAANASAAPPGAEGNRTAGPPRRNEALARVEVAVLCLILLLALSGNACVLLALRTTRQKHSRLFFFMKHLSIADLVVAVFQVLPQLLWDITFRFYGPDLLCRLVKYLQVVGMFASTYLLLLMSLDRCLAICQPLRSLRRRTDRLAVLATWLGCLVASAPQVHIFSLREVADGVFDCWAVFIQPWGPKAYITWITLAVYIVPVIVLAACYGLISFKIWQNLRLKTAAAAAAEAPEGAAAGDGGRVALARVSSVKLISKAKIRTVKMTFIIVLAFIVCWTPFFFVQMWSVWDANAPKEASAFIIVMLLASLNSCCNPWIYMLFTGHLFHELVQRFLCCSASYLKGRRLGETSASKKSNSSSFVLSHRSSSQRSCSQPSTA
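assay system = CHO-OTR cells, human receptor | schedule = compound 6 min at room temperature before oxytocin, 100 s read | detection = Fluo-8 intracellular calcium fluorescence, ex 470-495, em 515-575 nm | evaluation = normalized max/min fluorescence ratio, % activation | control set = EC15 oxytocin alone as 0%, 75 nM oxytocin (EC100) as 100%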
V1aR counter = agonists of human V1a receptor, primary screen, counter-screen for OXTR agonist project, fluorescence, CHO-V1R cells | 320,000 compounds, 0.25% hits | Vasopressin V1a receptor (Homo sapiens), P37288 | Fluo-8 calcium fluorescence, agonist mode; 0% DMSO, 100% 3 nM vasopressin | AID 2797, 2010 | activation, % at 3 µM;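 active = activation above the mean activation of all tested compounds plus 3 SD, per screening run, cut at about 20% in these data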;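 also: signal is peak over basal fluorescence ratio across a 100 second FLIPR read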
M1 PAM parental = nonselective calcium activators in parental CHO-K1 cells, primary screen, counter-screen for M1 PAM project, cell-based, Fluo-8 calcium fluorescence, full deck, 1536-well; ATP EC20; 0% at ATP EC20, 100% at ATP max; activation, % at 3 µM; 360,000 compounds, 0.02% hits;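 active = activation above the run cutoff, the mean activation of all test compounds plus 3 SD, cut at about 40% in these data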;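 also: peak over basal fluorescence ratio in a 140 s read after ATP addition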
OXTR agonist = human OXTR agonists, primary screen, fluorescence, CHO-OTR cells, Fluo-8 calcium. Fluo-8 calcium fluorescence; normalized: DMSO 0%, oxytocin 100%. activation, % at 3 µM. 320,000 compounds, 0.32% hits;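 active = activation above the mean of all tested compounds plus 3 SD, cutoff set per screening run, cut at about 20% in these data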;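 also: peak over basal fluorescence ratio from a 100 s FLIPR kinetic read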
CHO parental Ca = ATP-evoked calcium signal inhibitors, parental CHO, primary screen, counter-screen for OX1R antagonist project, cell-based, fluorescence, Fluo-8 calcium dye; 330,000 compounds, 0.63% hits; AID 463079, 2010; parental CHO-K1, ATP-induced calcium, Fluo-8 fluorescence; inhibition, % at 5.6 µM;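 active = inhibition above that plate's mean sample inhibition plus 3 SD, cut at about 26% in these data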;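 also: 0% = ATP-challenged DMSO wells and 100% = DMSO wells without ATP; some compounds past the cut are filed as inactive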
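material = parental CHO cells | also added = ATP as calcium-mobilizing challenge | dosing = single point at 5.6 µM | detection = intracellular calcium via Fluo-8 no-wash fluorescent dye | read-out = % inhibition | benchmarks = low control ATP plus DMSO, high control DMSO only | repeats = one well per compound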
M1 ag parental = counter-screen for M1 agonists: effect in parental CHO-K1 cells. Fluo-8 calcium fluorescence; scaled to maximal ATP response, vehicle zero. activation, % at 3 µM. 360,000 compounds, 0.48% hits. AID 602248, 2012; in the data active = activation above about 15%;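 also: untransfected CHO-K1 host cells lacking M1 receptor as counterscreen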
GPR7 antagonist = GPR7 receptor antagonists, primary screen, cell-based, fluorescence, single concentration. inhibition, % at 4.4 µM. AID 1861, 2009. Neuropeptides B/W receptor type 1 (Homo sapiens), P48145. 290,000 compounds, 1.1% hits. GPR7-expressing cells, fluorescence antagonist assay; in the data active = inhibition above about 16%, passing the limit was not always enough;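 also: cells stimulated with the agonist NPW; 0% = agonist with vehicle and 100% = vehicle without agonist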
Target sequence (P48145 whole entry, looked up): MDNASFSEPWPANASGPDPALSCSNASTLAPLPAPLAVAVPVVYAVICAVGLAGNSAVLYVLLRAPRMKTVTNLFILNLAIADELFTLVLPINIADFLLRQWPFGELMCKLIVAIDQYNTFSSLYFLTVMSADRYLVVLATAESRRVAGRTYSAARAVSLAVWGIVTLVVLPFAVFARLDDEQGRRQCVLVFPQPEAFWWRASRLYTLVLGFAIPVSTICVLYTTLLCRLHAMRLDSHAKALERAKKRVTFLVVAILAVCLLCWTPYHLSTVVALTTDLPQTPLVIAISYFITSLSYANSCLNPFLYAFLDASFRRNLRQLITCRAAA
* marks the source's active call; other numbers are inactive results; · = no result given. This is a random part of the collection; about 3.5% have a hit in one of these screens.

SMILES	CHO-K1 Ca antag	TAAR1 antagonist	OXTR potentiator	V1aR counter	M1 PAM parental	OXTR agonist	CHO parental Ca	M1 ag parental	GPR7 antagonist
CCC(C)NC(=O)CSc1nc2c(sc(=S)n2-c2cc(Cl)ccc2OC)c(=O)[nH]1 (stereo unspecified)	-6	-11	0	-1.5	-1	-0.2	-2	2.9	-16
CSCCC(NC(=O)c1ccc([N+](=O)[O-])cc1Cl)C(=O)OCC(=O)NCCCc1ccccc1 (stereo unspecified)	6	10	-8	3.1	10	-0.6	-2	2.1	0
COCCNC(=O)CN(c1cccc(OC)c1)S(=O)(=O)c1ccc(C)cc1	-8	-16	-5	0.2	5	0.4	-4	0.6	-5
CC1CC(C)CN(C(=O)CSc2nnc(N)s2)C1 (stereo unspecified)	13	-3	-5	-0.7	-8	0.4	-18	0.1	3
COc1ccc(-c2sc3ccc(OC)cc3c2-c2ccc(O)cc2)cc1	-1	41	-8	5.4	-7	-0.4	6	0.0	·
O=C(Nc1cscc1S(=O)(=O)c1ccccc1)c1ccccc1Cl	-5	-12	0	0.3	7	-2.8	-20	0.4	-6
Cc1c(CCO)c(=O)[nH]n1S(=O)(=O)c1ccc(Cl)cc1Cl	-4	2	1	1.1	-18	0.8	0	1.7	-3
CCOC(=O)c1cccc(NC(=O)CSc2nc3cccnc3n2C)c1	8	45	-19	6.0	-7	7.1	1	8.5	-3
O=C(Cc1ccc(F)cc1)NCc1cccnc1	-2	-3	-12	-0.4	26	-0.7	0	0.1	4
O=C1CC(N2CCC(c3nc4ccccc4s3)CC2)C(=O)N1Cc1ccccc1 (stereo unspecified)	6	18	-13	5.9	10	5.5	-4	4.5	0
O=C(COC(=O)CSc1ccc(F)cc1)NCC1CCCCC1	3	-34	-3	-0.7	-12	-2.4	-7	-0.3	-11
NC(=O)CN(Cc1ccccc1)S(=O)(=O)c1ccc2c(c1)OCCO2	-9	2	-4	2.1	-11	2.9	1	0.8	9
Cc1ccc(S(=O)(=O)CCc2nnc(NC(=O)c3cnccn3)s2)cc1	-16	21	-7	1.0	9	-0.5	3	0.4	-8
COc1cc2c(cc1NC(=O)C1CCCO1)oc1ccccc12 (stereo unspecified)	-1	-2	-10	-0.6	-8	-1.0	-13	0.2	3
CCOC(=O)C1=C(COC(=O)/C=C/c2cccc(Br)c2)NC(=O)NC1C (stereo unspecified)	-10	59*	2	3.5	-17	0.2	-26	1.6	·
CC(=O)Nc1cccc(-c2ccnc3c2CC(C(=O)Nc2ccc4c(c2)OCO4)O3)c1 (stereo unspecified)	8	0	·	·	-9	·	·	3.5	·
N#CC1=C2SCN(c3ccccc3)CN2C(=O)CC1c1ccccc1Cl (stereo unspecified)	-4	-10	0	-0.1	12	0.9	0	0.1	0
O=C(O)c1cccc2c1C(=O)c1ccc(-c3ccc(Cl)c(C(F)(F)F)c3)cc1S2(=O)=O	-4	·	-2	0.5	1	-0.4	-4	-0.1	·
COc1ccccc1OCCOCCOc1ccc(C)cc1[N+](=O)[O-]	-4	14	3	0.6	26	-0.6	-8	1.1	-4
COc1ccc(N2CCN(C(=O)c3ccc(Cl)c(S(=O)(=O)N4CCOCC4)c3)CC2)cc1	-22	1	·	·	11	·	·	2.9	·
CSc1ccccc1NC(=O)C1(C)CCN1C(=O)Cc1ccc(-c2ccccc2)cc1 (stereo unspecified)	1	23	·	·	-1	·	·	1.4	·
COc1ccc(NC(=O)Nc2ccc3oc(C)nc3c2)cc1	9	7	-8	-0.2	3	-0.2	-15	0.3	8
O=S(=O)(NCCc1csc(-c2cccnc2)n1)c1ccc(Cl)s1	-6	-21	-9	8.1	20	7.2	0	8.3	5
COCCn1c(SCC(=O)Nc2cc(C)on2)nc2cc(Cl)ccc2c1=O	-17	-2	1	0.3	8	0.6	-8	0.6	·

Gathered by group: the entries above with an aryl thioether with sulfur outside any ring
SMILES	CHO-K1 Ca antag	TAAR1 antagonist	OXTR potentiator	V1aR counter	M1 PAM parental	OXTR agonist	CHO parental Ca	M1 ag parental	GPR7 antagonist
CCC(C)NC(=O)CSc1nc2c(sc(=S)n2-c2cc(Cl)ccc2OC)c(=O)[nH]1 (stereo unspecified)	-6	-11	0	-1.5	-1	-0.2	-2	2.9	-16
CC1CC(C)CN(C(=O)CSc2nnc(N)s2)C1 (stereo unspecified)	13	-3	-5	-0.7	-8	0.4	-18	0.1	3
CCOC(=O)c1cccc(NC(=O)CSc2nc3cccnc3n2C)c1	8	45	-19	6.0	-7	7.1	1	8.5	-3
O=C(COC(=O)CSc1ccc(F)cc1)NCC1CCCCC1	3	-34	-3	-0.7	-12	-2.4	-7	-0.3	-11
CSc1ccccc1NC(=O)C1(C)CCN1C(=O)Cc1ccc(-c2ccccc2)cc1 (stereo unspecified)	1	23	·	·	-1	·	·	1.4	·
COCCn1c(SCC(=O)Nc2cc(C)on2)nc2cc(Cl)ccc2c1=O	-17	-2	1	0.3	8	0.6	-8	0.6	·

(cont.)
SMILES	CHO-K1 Ca antag	TAAR1 antagonist	OXTR potentiator	V1aR counter	M1 PAM parental	OXTR agonist	CHO parental Ca	M1 ag parental	GPR7 antagonist
O=C(N/N=C/c1ccc(-c2ccccc2[N+](=O)[O-])o1)c1cncc(Br)c1	-2	42	-20	0.1	5	1.5	-10	3.6	1
Cc1ccc(SC[C@H](c2ccccc2)N2CCN(CC(C)C)CCC2=O)cc1	-13	25	·	·	5	·	·	-0.5	·
CCOc1ccc(C(CC(=O)O)NC(=O)Cc2ccccc2)cc1OC (stereo unspecified)	-2	-13	·	·	5	·	·	0.1	-16
CCCOc1ccc(-c2nnn(CC(=O)c3ccc4c(c3)OCCO4)n2)cc1	-20	7	-3	0.2	14	-0.1	-5	0.8	3
CCn1c(SCC(=O)Nc2cc(OC)ccc2OC)nc2c(c1=O)SCC2	-2	-35	-2	1.4	2	-0.9	-21	1.9	-3
Cc1cccc2c1N(CCOc1ccccc1)C(=O)C2=O	-13	2	-3	-1.5	10	-2.4	-11	1.3	6
O=[N+]([O-])c1ccc(-c2cn(-c3ccccc3F)c(=S)[nH]2)cc1	5	-5	2	0.8	-7	-0.8	10	0.3	-8
O=S(=O)(N1CCCCC1)n1c(Cc2ccccc2)nc2ccccc21	-18	4	-10	-0.9	15	-1.7	-31	0.7	-16
Cc1ccc(S(=O)(=O)NN2C(=O)/C(=C/c3cccnc3)SC2=S)cc1	-8	-8	-17	-0.4	0	-0.8	-6	0.0	1
COc1ccc(-c2cc(C(=O)Nc3ccc4c(c3)OCO4)no2)cc1OC	-18	0	-7	0.1	19	-1.3	-12	1.2	-7
COc1ccc(S(=O)(=O)N2CCOC2CNC(=O)C(=O)NCC(C)C)cc1OC (stereo unspecified)	-2	9	-7	0.8	0	0.2	-11	0.2	-7
CN(CCCC(=O)Nc1ccncc1)S(=O)(=O)c1ccc(Cl)cc1	16	29	-28	9.1	-21	11	8	13	15
CC(C)NC(=S)N/N=C/C1=CCC2CC1C2(C)C (stereo unspecified)	1	-18	-6	-1.2	20	-2.5	-25	9.2	-22
CCNC(=S)Nc1ccc(Oc2ccccc2)cc1	6	-1	-5	1.9	16	2.0	-16	11	12
CC[C@H](C)[C@H](NS(=O)(=O)c1ccc(C)cc1)C(=O)N1CCC(C(=O)N[C@@H](C)C(=O)O)CC1	3	-1	-5	0.4	-2	-0.3	-16	0.4	-10
COc1cc(Br)c(S(=O)(=O)Nc2c(C)n(C)n(-c3ccccc3)c2=O)cc1OC	-3	9	-1	-0.7	6	-0.1	-9	2.9	-4
Cc1cccc(NC2=NC(=S)N(c3cccc(C(=O)O)c3)C23CCCCC3)c1	-9	-6	-5	-0.1	8	-0.2	4	0.8	-11
O=C(CSc1nc(=O)n(CCCN2CCOCC2)c2c1CCC2)Nc1ccccc1F	9	-12	-6	0.2	-4	-0.7	-3	0.4	·
Cc1cc(OCC(=O)N(C)Cc2ccccc2)ccc1Br	-7	-10	·	·	15	·	·	1.6	7
Cc1nc2ccccc2cc1O	2	-13	0	0.4	11	0.9	-9	4.2	-9
COc1cc(C(=O)NCc2nnc(SCC(=O)Nc3nc4ccccc4s3)o2)cc(OC)c1OC	-6	-2	-3	-0.5	7	0.0	-6	0.2	-8
CC[C@H](C)[C@@H]1NC(=O)[C@H]([C@@H](C)CC)NC(=O)[C@@H](CC(C)C)NC(=O)[C@H](Cc2ccccc2)NC(=O)[C@H](Cc2ccccc2)NC(=O)[C@@H]2CCCN2C(=O)[C@@H]2CCCN2C(=O)[C@H](C(C)C)NC(=O)[C@H](CC(C)C)NC1=O	-10	6	-3	-0.8	-9	1.1	-22	-0.3	·
Cc1ccc(S(=O)(=O)N2CCN(c3ccc(N4CCOCC4)nn3)CC2)cc1[N+](=O)[O-]	-1	-20	-8	-1.3	-2	-2.0	-23	-0.4	·
O=C(CSC1=NS(=O)(=O)c2cc(Cl)ccc2N1)NCCc1ccccc1	6	80*	-10	-0.7	-13	-0.9	1	1.0	·
CC1CCN(C(=O)C2CCCCN2S(=O)(=O)c2cccc([N+](=O)[O-])c2)CC1 (stereo unspecified)	8	12	-9	-0.6	-2	-2.2	7	0.4	-7
Cc1ccc(CC(=O)Nc2nc3ccccc3[nH]2)cc1C	-10	4	-12	1.7	24	0.7	33	1.6	-7
CCOc1ccc(Br)cc1S(=O)(=O)Nc1nc(CN2CCOCC2)nc2sc(C)c(C)c12	-11	5	-8	0.8	21	-0.2	-19	3.6	5
CCCN(CCC)S(=O)(=O)c1cc2c(cc1Br)CCN2C(=O)CC	-10	13	·	·	0	·	·	-0.3	·
COc1ccc(NCC(=O)N/N=C/c2cc([N+](=O)[O-])ccc2N2CCCC2)cc1	-7	-2	-8	0.5	1	-1.1	-16	0.4	3
COc1ccc(NS(=O)(=O)c2ccc(NS(=O)(=O)c3cccs3)cc2)c(OC)c1	13	3	-12	-0.5	-10	1.6	0	8.7	11

Structural class: those above containing a furan ring, fused or not (two)
SMILES	CHO-K1 Ca antag	TAAR1 antagonist	OXTR potentiator	V1aR counter	M1 PAM parental	OXTR agonist	CHO parental Ca	M1 ag parental	GPR7 antagonist
COc1cc2c(cc1NC(=O)C1CCCO1)oc1ccccc12 (stereo unspecified)	-1	-2	-10	-0.6	-8	-1.0	-13	0.2	3
O=C(N/N=C/c1ccc(-c2ccccc2[N+](=O)[O-])o1)c1cncc(Br)c1	-2	42	-20	0.1	5	1.5	-10	3.6	1
